Compound activity from PubChem BioAssay.
IL-1B inflam inh = inhibitors of inflammasome signaling (IL-1 beta secretion). THP-1 LPS/ATP IL-1B secretion, AlphaLISA, 16 h; stronger effect = lower value. activity change, % at 57.5 µM. 360,000 compounds, 4.7% hits; in the data active = activity change below about -50%; inconclusive = mostly about -30% to -49%; note: % is set by controls: 0 for no effect and ±100 for the full control effect
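Secreted IL-1B measured by AlphaLISA bead assay after 16 h compound exposure of THP-1 cells; compounds (final up to 57.5 uM) added 1 h before LPS (250 ng/mL) and ATP (1.25 mM) stimulation; lower signal means less secretion.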
ATXN2 expr inh = ATXN2 expression inhibition | HEK-293 ATXN2-luciferase reporter, luminescence, 24 h | Potency, µM (titrated, usually from 57 µM), inactives show at the highest dose activity change, negative = inhibition, usual class: inhibitors | AID 1745845 | 360,000 compounds, 0.72% hits; note: potency is the fitted concentration of half-maximal effect; % is set by controls: 0 for no effect and ±100 for the full control effect; nearly all actives have a fitted effect of over 55% in size
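ATXN2-luciferase reporter cells (luciferase flanked by upstream and downstream ATXN2 gene portions) were treated 24 h at 37 °C with compounds at up to 57 uM. SteadyGlo luminescence gave expression; GF-AFC fluorescence gave viability.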
HT1080-NT tox = kills 2HG-producing HT-1080-NT fibrosarcoma cells; HT-1080-NT fibrosarcoma viability, CellTiter-Glo ATP luminescence, 48 h; Potency, µM (top dose mostly 46.1 µM), inactives show at the highest dose activity, negative = less viability, usual class: cytotoxic; 360,000 compounds, 1.6% hits; AID 686970;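 note: NT is the 2HG producing partner of a matched IDH1 knockdown line; potency is the fitted concentration of half-maximal effect; 0% = DMSO-treated cells and -100% = media-only wells without cells; nearly all actives have a fitted effect of over 55% in size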
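Luminescent CellTiter-Glo readout after 48 hours of compound exposure at 37 degrees C defined viability of HT-1080-NT cells. Activity was normalized to DMSO wells and cell-free media wells; concentration-response curves were fitted and assigned curve classes.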
HT1080 IDH1KD tx = toxicity to HT-1080 IDH1 knockdown cells (counter line). Potency, µM (series often up to 46.1 µM), for inactives: top-dose activity, negative = toxicity, most hits filed as cytotoxic. 360,000 compounds, 2% hits. HT-1080 IDH1 knockdown viability, ATP luminescence, 48 h;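 note: potency is the fitted concentration of half-maximal effect; 0% = DMSO wells and -100% = cell-free medium wells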
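CellTiter-Glo luminescence after 48 h compound exposure at 37 degrees C of IDH1-knockdown HT-1080 cells in 5% FBS RPMI. %Activity scaled between DMSO wells and cell-free media wells, with curves fitted and assigned curve classes.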
KB-V1 cytotox = KB-V1 MDR subline cytotoxicity; KB-V1 MDR cells viability, CellTiter-Glo, 72 h; Potency, µM (doses to about 46.1 µM), for inactives: at the highest dose activity change, negative = cytotoxicity, actives largely listed as cytotoxic; 400,000 compounds, 3.4% hits; note: potency is the fitted concentration of half-maximal effect; % is set by controls: 0 for no effect and ±100 for the full control effect; nearly all actives have a fitted effect of over 60% in size
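KB-V1 MDR subline cells in DMEM (phenol-red free, 10% FBS) exposed to compounds in qHTS concentration series for 72 h at 37 degrees C. Viability read by CellTiter-Glo luminescence; concentration-effect curves fitted after normalization and correction.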
WRN helicase inh = inhibitors of human WRN helicase | AID 651768 | WRN helicase unwinding, fluorescent forked duplex, kinetic | 360,000 compounds, 0.46% hits | Potency, µM (highest dose often 114 µM), for inactives: top-dose activity change, negative = inhibition, actives largely listed as inhibitors; note: potency is the fitted concentration of half-maximal effect; % is set by controls: 0 for no effect and ±100 for the full control effect; nearly all actives have a fitted effect of over 55% in size
Target sequence (Q14191 whole entry, looked up): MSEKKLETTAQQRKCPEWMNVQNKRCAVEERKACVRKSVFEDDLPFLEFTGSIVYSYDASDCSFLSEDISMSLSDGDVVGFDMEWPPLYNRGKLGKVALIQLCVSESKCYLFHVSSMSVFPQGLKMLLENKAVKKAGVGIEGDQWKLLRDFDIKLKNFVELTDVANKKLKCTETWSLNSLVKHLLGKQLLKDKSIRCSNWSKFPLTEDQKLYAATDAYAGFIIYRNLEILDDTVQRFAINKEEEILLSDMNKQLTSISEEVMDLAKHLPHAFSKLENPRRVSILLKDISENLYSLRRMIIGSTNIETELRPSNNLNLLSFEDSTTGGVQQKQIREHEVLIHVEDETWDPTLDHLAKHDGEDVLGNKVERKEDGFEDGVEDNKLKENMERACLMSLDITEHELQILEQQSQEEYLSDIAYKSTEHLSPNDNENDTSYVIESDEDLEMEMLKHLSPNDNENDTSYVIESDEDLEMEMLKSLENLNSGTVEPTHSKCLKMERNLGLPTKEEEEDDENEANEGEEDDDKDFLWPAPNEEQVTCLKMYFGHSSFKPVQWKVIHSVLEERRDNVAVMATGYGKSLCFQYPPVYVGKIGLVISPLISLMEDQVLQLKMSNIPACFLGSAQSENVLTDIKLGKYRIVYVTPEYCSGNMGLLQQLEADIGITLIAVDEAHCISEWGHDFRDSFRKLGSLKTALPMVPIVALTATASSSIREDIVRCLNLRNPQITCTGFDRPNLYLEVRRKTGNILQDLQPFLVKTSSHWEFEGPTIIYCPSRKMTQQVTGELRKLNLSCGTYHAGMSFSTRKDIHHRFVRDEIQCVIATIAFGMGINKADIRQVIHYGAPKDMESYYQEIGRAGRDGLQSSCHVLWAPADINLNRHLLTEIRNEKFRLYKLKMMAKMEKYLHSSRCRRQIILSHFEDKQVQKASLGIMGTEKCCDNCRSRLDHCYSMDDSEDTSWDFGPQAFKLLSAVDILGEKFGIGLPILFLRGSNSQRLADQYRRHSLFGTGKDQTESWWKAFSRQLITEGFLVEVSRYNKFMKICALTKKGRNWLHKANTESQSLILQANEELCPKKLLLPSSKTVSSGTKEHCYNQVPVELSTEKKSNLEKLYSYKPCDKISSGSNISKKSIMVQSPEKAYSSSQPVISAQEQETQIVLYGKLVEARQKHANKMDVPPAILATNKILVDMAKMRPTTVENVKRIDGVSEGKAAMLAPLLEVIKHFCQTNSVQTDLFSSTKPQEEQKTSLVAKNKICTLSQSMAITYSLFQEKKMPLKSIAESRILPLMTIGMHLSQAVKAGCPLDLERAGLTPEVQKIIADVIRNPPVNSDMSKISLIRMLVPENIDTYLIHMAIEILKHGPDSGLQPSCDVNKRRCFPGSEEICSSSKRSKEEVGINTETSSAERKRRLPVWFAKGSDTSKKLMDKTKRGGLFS
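WRN at 20 nM final was preincubated with compound for 15 min at room temperature; reaction started with 100 nM forked duplex oligonucleotide carrying fluorophore and quencher plus 2 mM ATP (final). Unwinding followed kinetically by red fluorescence (ex 525/em 598 nm).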
MCF10A rerep = DNA re-replication induction in MCF 10a cells; MCF 10A DNA re-replication, Hoechst nuclear intensity, 48 h; Potency, µM (series often up to 46.1 µM), for inactives: at the highest dose activity, positive = re-replication, actives largely listed as activators; 350,000 compounds, 2.9% hits; note: potency is the fitted concentration of half-maximal effect; % of control where 0% means no effect; nearly all actives have a fitted effect of over 50% in size
KB-3-1 cytotox = kills parental KB-3-1 adenocarcinoma cells | KB-3-1 viability, CellTiter-Glo ATP luminescence, 72 h | Potency, µM (titrated, usually from 46.1 µM), without a hit: top-dose activity change, negative = cytotoxic, most hits filed as cytotoxic | 400,000 compounds, 1.4% hits | AID 1347075; note: potency is the fitted concentration of half-maximal effect; % is set by controls: 0 for no effect and ±100 for the full control effect; nearly all actives have a fitted effect of over 60% in size
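72 h, 37 °C compound treatment of KB-3-1 parental cells; CellTiter-Glo added, 10 min, luminescence read. Data corrected against DMSO-only plates and normalized before curve fitting.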
SW480 rerep = induces DNA re-replication in SW480 colon adenocarcinoma cells; SW480 DNA re-replication, Hoechst DNA content imaging, 48 h; Potency, µM (doses to about 46.1 µM), for the others: at the highest dose re-replication activation, hits mostly activators; 340,000 compounds, 1.8% hits; note: potency is the fitted concentration of half-maximal effect; % of control where 0% means no effect; nearly all actives have a fitted effect of over 55% in size
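Treated cells incubate 48 hr (37 C, 5% CO2), are stained 40 min with Hoechst, and nuclear fluorescence is enumerated; a rise in nuclei with high DNA signal marks re-replication.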
* hit, by the source's call; ? = inconclusive; . = not tested or not shown; & = joins results of further samples; [ ] = dose if it differs, or a comment. Unless noted, calls come from the whole dose curve; as a rule, active = well fitted curve in the direction sought with a large enough effect; inconclusive = small, poorly fitted or top-dose-only effect, or another doubt; inactive = no such curve, though single readings can be large; an effect the other way counts as inactive or inconclusive.

Each structure is followed by: IL-1B inflam inh | ATXN2 expr inh | HT1080-NT tox | HT1080 IDH1KD tx | KB-V1 cytotox | WRN helicase inh | MCF10A rerep | KB-3-1 cytotox | SW480 rerep
O=C(NC1CC1)C1=NOC(CNc2ncc(C(F)(F)F)cc2Cl)C1 (configuration not stated)
 : -22 | -6% | 0% | -4% | -11% | 2% | 0% | -12% | -2%[9.22 µM]
Cc1cc(-c2ccccc2)n(-c2ccc(C(=O)N3CCN(c4ncccn4)CC3)cc2)n1
 : 0 | -9% | -4% | 0% | 2.9µM* | -5% | 28% | ? | 20%
CC(C)(/C=N/O)/[N+]([O-])=C/C=[N+](\[O-])C(C)(C)/C=N/O
 : 0 | -2% | 6% | 13% | 0% | -1% | -3% | 12% | -1%
Cc1ccc(CNC(=O)C2CCC(=O)N(Cc3cccc(F)c3)C2)s1 (configuration not stated)
 : 20 | . | 3% | 2% | 2% | 7% | . | 4% | .
Cc1cccc(-c2nnc(SCC(=O)Nc3ncccn3)n2C)c1
 : -20 | -5% | -3% | 15% | 21% | -16% | -10% | 17% | ?
O=C(NCCCN1CCCCCC1)C1CC(=O)N(CCc2ccccc2)C1 (configuration not stated)
 : -2 | -5% | 4% | 6% | 1% | -4% | -17% | 5% | 0%
Cc1nnc(SC2CC(=O)N(c3ccccc3)C2=O)s1 (configuration not stated)
 : 6 | 37% | 17% | 22% | ? | -3% | ? | 7% | ?
CCOC(=O)c1ccc(NC(=O)Nc2cc(C)on2)cc1
 : 2 | 27% | 3% | 3% | -1% | -8% | ? | 5% | 0%
Cc1ccsc1/C=N\Nc1cn[nH]c(=O)c1Cl
 : -7 | 40%[activator] | 9% | -1% | 2.6µM* | -10% | ? | 4.6µM* | -19%
CCOC(=O)C1CSC(CC(=O)Nc2ccc(OCC)cc2)C(=O)N1 (configuration not stated)
 : 12 | 4% | 15% | 21% | 0% | 0% | -3% | ? | -7%
O=C(Nc1ccccc1C(=O)N1CCOCC1)C1COc2ccccc2O1 (configuration not stated)
 : -6 | -1% | 4% | 3% | 7% | -10% | 3% | 2% | 2%
O=c1[nH]c(=O)c2ccccc2o1
 : 25 | 19%&2% | 4% | 7% | 1% | 2% | -2%&13% | -3% | 3%&0%
C[C@H]1CN(Cc2ccccc2)C(=O)[C@@H]1CC(=O)Nc1ccccc1
 : -12 | 0% | 9% | 8% | ? | 1% | . | 6% | .
COc1ccc(Br)cc1C1CC(=O)N2CN(C)CSC2=C1C#N (configuration not stated)
 : 24 | 2% | 0% | 3% | 0% | 4% | -9% | -4% | -16%
CC(C)[C@H](NC(=O)c1ccccc1)C(=O)OCC(=O)N1CCN(C(=O)c2ccco2)CC1
 : 24 | -15% | 16% | 12% | -6% | 1% | ? | -1% | 0%
Cc1cccc(NCc2nc(SCC(=O)Nc3ccccc3)n[nH]2)c1
 : 11 | -13% | -3% | -1% | -8% | -1% | ? | -2% | 1%
COc1ccc(NC(=O)Nc2ccc(Br)cn2)cc1OC
 : -7 | 15% | -4% | 16% | 0% | -15% | 12% | -1% | 11%
O=C(CSc1nc2ccc(F)cc2c(=O)n1-c1ccccc1)Nc1ccc2c(c1)CCC2
 : -27 | 6% | 1% | 5% | 9% | -11% | . | 0% | .
O=C(CNC(=O)c1ccc(Br)o1)NNC(=O)COc1ccccc1Cl
 : 11 | 10% | 2% | -2% | 28% | -1% | 5% | 3% | 8%
CN(C)c1ccc(C2N(C)C(=O)c3ccccc3N2C)cc1 (configuration not stated)
 : -8 | -5% | -5% | -14% | -17% | 15% | ? | -9% | -1%

As entered above:
IL-1B inflam inh result of `CN(C)c1ccc(C2N(C)C(=O)c3ccccc3N2C)cc1` (configuration not stated) stands at -8
IL-1B inflam inh result of `O=C(Nc1ccccc1C(=O)N1CCOCC1)C1COc2ccccc2O1` (configuration not stated) stands at -6

The results go on.
Each structure is followed by: IL-1B inflam inh | ATXN2 expr inh | HT1080-NT tox | HT1080 IDH1KD tx | KB-V1 cytotox | WRN helicase inh | MCF10A rerep | KB-3-1 cytotox | SW480 rerep
CC1(C)Cc2nc3sc(C(=O)NCCO)c(N)c3cc2CO1
 : 5 | 20% | ? | -3% | -29% | 3% | -4% | 6% | -6%
CCc1nc(Sc2nc(C)cc(C)n2)c2oc3ccccc3c2n1
 : -9 | 17% | ? | ? | 16µM* | 1% | ? | ? | ?
COc1ccc(Nc2nc(N)c([N+](=O)[O-])c(N3CCN(C)CC3)n2)cc1
 : 4 | . | -10% | 0% | 4% | -12% | -11% | -3% | -7%
O=S(=O)(Nc1nc2ccccc2nc1NCC1CCCO1)c1cc(Cl)ccc1Cl (configuration not stated)
 : 23 | -21% | -13% | -25% | -16% | -10% | ? | -13% | -48%[inhibitor]
O=C1C2C3C=CC([C@@H]2C(=O)N1C1CC1)[C@H]1C(=O)N(C2CC2)C(=O)C31 (some centres not stated)
 : 17 | -6% | 13% | 7% | 2% | 4% | -7% | 1% | -10%
COc1cc([N+](=O)[O-])ccc1NC(=O)Nc1nc2c(s1)CCCC2
 : -14 | -25% | 24% | 20% | ? | 14% | -4% | 5% | -1%
O=C(Nc1ccc(OCc2ccccc2)cc1)Nc1nnc([C@@H]2C[C@H](O)[C@@H](CO)O2)s1
 : 124 | 5% | -7% | -1% | 12% | -7% | . | 0% | .
CCOC(=O)c1sc(NC(=O)CCCn2nc([N+](=O)[O-])cc2C)c(C(=O)OCC)c1C
 : -2 | 2% | 0% | ? | ? | -29%[57.1 µM] | 4% | 11% | 7%
N#Cc1ccc(-c2nc3ccc(Br)cn3c2Cc2ccsc2)cc1
 : -19 | 32% | -1% | 7% | -7% | -10% | . | 0% | .
COc1ncccc1-c1nnn(-c2ccc(C)cc2)n1
 : 37 | 100%[activator] | -9% | 0% | 0% | 2% | ? | 0% | -3%

Two records drawn at random from those above:
Each structure is followed by: IL-1B inflam inh | ATXN2 expr inh | HT1080-NT tox | HT1080 IDH1KD tx | KB-V1 cytotox | WRN helicase inh | MCF10A rerep | KB-3-1 cytotox | SW480 rerep
COc1cc([N+](=O)[O-])ccc1NC(=O)Nc1nc2c(s1)CCCC2
 : -14 | -25% | 24% | 20% | ? | 14% | -4% | 5% | -1%
O=S(=O)(Nc1nc2ccccc2nc1NCC1CCCO1)c1cc(Cl)ccc1Cl (configuration not stated)
 : 23 | -21% | -13% | -25% | -16% | -10% | ? | -13% | -48%[inhibitor]

Going on with the list:
Each structure is followed by: IL-1B inflam inh | ATXN2 expr inh | HT1080-NT tox | HT1080 IDH1KD tx | KB-V1 cytotox | WRN helicase inh | MCF10A rerep | KB-3-1 cytotox | SW480 rerep
CN(C(=O)Nc1ccc(Cl)cc1Cl)[C@H]1c2cc(Br)ccc2OC[C@H]1CO
 : -73* | -9% | ? | ? | ? | -6% | ? | ? | ?
O=c1c2c(-c3cccs3)csc2ncn1-c1ccccc1
 : -2 | -3% | -17% | -6% | -9% | -4% | 8% | -7% | -1%
Cc1cccc(NC(=O)CNC(=O)c2ccc(-n3cncn3)c([N+](=O)[O-])c2)c1C
 : -19 | 5% | 2% | 1% | 12% | -12% | 0% | 1% | -82%[inhibitor]
COc1ccc(NC(=O)N2CCCCCC2)cc1
 : -5 | 17% | 24% | 24% | -5% | 8% | 2% | -8% | -10%
O=C(COc1ccc(Cl)cc1)Nc1ccc2c(c1)CCC2
 : -8 | 11% | 5% | -1% | -28% | -6% | -2% | -2% | -2%
COc1ccc(/C=N/Nc2nc3ccccc3s2)cc1O
 : -87* | -6% | -15% | -18% | ? | -12% | 15% | 12% | -4%
COc1ccc(CC(=O)c2ccc(OC)c(OC)c2)cc1
 : -7 | 21% | 17% | 13% | ? | -8% | 14% | 17% | -9%
CSCCC(NC(=O)c1ccc([N+](=O)[O-])cc1Cl)C(=O)OC1CCCCC1=O (configuration not stated)
 : 3 | -12% | -3% | 9% | -6% | -7% | 1% | 1% | -1%
N#Cc1c(N)nc2c3c(sc(=N)c2c1N)NC(=O)CC3c1ccccc1 (configuration not stated)
 : ? | -17% | ? | ? | 10% | -12%[11.6 µM] | 2% | ? | 2%
Cc1cccc(Nc2nn3c(=O)c4ccccc4nc3s2)c1
 : -18 | 51%[activator] | -6% | -10% | ? | -24% | -4% | -3% | 1%

The last two records of the section before come first, to join the parts:
Each structure is followed by: IL-1B inflam inh | ATXN2 expr inh | HT1080-NT tox | HT1080 IDH1KD tx | KB-V1 cytotox | WRN helicase inh | MCF10A rerep | KB-3-1 cytotox | SW480 rerep
N#Cc1c(N)nc2c3c(sc(=N)c2c1N)NC(=O)CC3c1ccccc1 (configuration not stated)
 : ? | -17% | ? | ? | 10% | -12%[11.6 µM] | 2% | ? | 2%
Cc1cccc(Nc2nn3c(=O)c4ccccc4nc3s2)c1
 : -18 | 51%[activator] | -6% | -10% | ? | -24% | -4% | -3% | 1%
COc1ccc(OCC(=O)NNC(=O)C2CCCO2)cc1 (configuration not stated)
 : 4 | -11% | 14% | 1% | -1% | 2% | -4% | 3% | 2%
CCN(CC)CCCn1c2c(c(SCC(=O)Nc3ccc(F)c(F)c3)nc1=O)CCC2
 : -23 | 3% | -25% | -19% | 15% | -23% | ? | -2% | 16%
CCn1cc(CCC(=O)NCc2ccc(F)cc2)c2ccccc21
 : -7 | . | -1% | 9% | -6% | -5% | 5% | 1% | 2%
O=C(N/N=C/c1ccccc1)c1ccc(N2CCOCC2)c([N+](=O)[O-])c1
 : -2 | 21% | 4% | 14% | -16% | -5% | -4% | 0% | -5%
COC(=O)Nc1nc2ccc(Br)cc2s1
 : 11 | 6% | 7% | 5% | 10% | -4% | -1% | 7% | -52%[inhibitor]
